# MEKK2wt PB1 HTS = raises or lowers MEK5 binding to wildtype human MEKK2 PB1 domain | Q9Y2U5 | bead flow cytometry, Alexa488-MEK5 binding to MEKK2 WT; actives lie on both sides | binding response (% of control), % at 10 µM | actives 1.1% (n = 290,000) | AID 1531; in the data active means binding response below about 67% or above about 130%
# MEKK2mut PB1 HTS = signal of MEK5 binding to mutant human MEKK2 PB1 domain. bead flow cytometry, Alexa488-MEK5 binding to MEKK2 mutant. actives 0.35% (n = 290,000). percent response, % at 10 µM; in the data active means percent response above about 24%, passing the limit was not always enough; further: inactives centre near 1; some results filed as inactive read as strong as hits
# IMP-1 inh = blocks Pseudomonas aeruginosa IMP-1 metallo-beta-lactamase | purified IMP-1, nitrocefin hydrolysis, epi-absorbance fluorescence | inhibition, % at 5.6 µM | actives 0.45% (n = 290,000) | AID 1556;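 active means inhibition above the mean plus 3 SD of all compounds in the same screening run, cut at about 4.5% in these data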;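 further: 0% = IMP-1 with DMSO and 100% = DMSO wells lacking enzyme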
#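 Assay system: purified recombinant IMP-1 beta-lactamase. Input: IMP-1 0.2 nM before substrate addition. Buffer or medium: Zinc- and detergent-supplemented HEPES buffer, pH 7.1. Schedule: 25 °C, 15 min preincubation, 25 min reaction. Signal: Epi-absorbance fluorescence, 480 nm excitation, 530 nm emission. Evaluation: percent inhibition from optical density relative to buffer-blank wells.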
# FID counter = fluorescent intercalator displacement, NS3 helicase counter-screen; DNA fluorescent intercalator displacement, fluorescence; inhibition, % at 7.9 µM; actives 0.17% (n = 290,000); AID 1845; in the data active means inhibition above about 37%;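 further: 0% = vehicle and 100% = reference compound; higher means more ethidium bromide displaced from hairpin DNA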
# SUMO HTRF inh = blocks human SUMOylation mediated by UBC9 | P63279 | HTRF SUMOylation assay, SAE1/SAE2 + UBC9, in vitro | inhibition, % at 35 µM | actives 0.36% (n = 290,000); in the data active means inhibition above about 50%, passing the limit was not always enough; further: strong numbers were not always called active
# Target sequence (P63279 whole entry, looked up): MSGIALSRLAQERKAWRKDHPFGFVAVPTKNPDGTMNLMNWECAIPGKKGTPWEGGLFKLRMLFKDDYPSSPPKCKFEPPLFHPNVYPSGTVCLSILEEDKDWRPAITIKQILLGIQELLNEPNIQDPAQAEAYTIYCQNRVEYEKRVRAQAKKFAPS
# VIM-2 inhibitor = inhibitors of Pseudomonas aeruginosa VIM-2 metallo-beta-lactamase; purified VIM-2, nitrocefin hydrolysis, epi-absorbance fluorescence; inhibition, % at 5.6 µM; actives 0.89% (n = 290,000); AID 1527;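 active means inhibition above the mean of all tested compounds plus 3 SD, cutoff set per screening run, cut at about 7.5% in these data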;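 further: red hydrolysis product quenches plate fluorescence so inhibitors raise well fluorescence; 0% = enzyme with DMSO and 100% = DMSO without enzyme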
# PfM18AAP inh = blocks P. falciparum M18 aspartyl aminopeptidase; recombinant PfM18AAP, H-Glu-NHMec fluorogenic cleavage; inhibition, % at 7.35 µM; actives 1.2% (n = 290,000); AID 1822;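 active means inhibition above the campaign mean inhibition over all tested compounds plus 3 SD, cut at about 28% in these data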;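 further: 0% = plate median of test compound wells and 100% = 2 mM ZnCl2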
# NS3 helicase inh = blocks Hepatitis C virus NS3 helicase unwinding; NS3 helicase DNA unwinding, Cy5 molecular beacon fluorescence; inhibition, % at 10.9 µM; actives 0.56% (n = 290,000); AID 1800;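 active means inhibition above the mean of all tested compounds plus 3 SD, set per campaign, cut at about 35% in these data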;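 further: 0% = DMSO wells and 100% = thioflavine S control wells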
#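 test system = hepatitis C virus NS3 helicase domain fragment enzyme | reagent = annealed dual-labelled DNA beacon duplex, ATP-started | times = 1 h at 25 °C | detection = Cy5 fluorescence, 0 and 60 min reads | read-out basis = percent inhibition from t60/t0 fluorescence ratio | control set = DMSO and thioflavine S | replication = one well per compound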
# NALP1 yeast inh = blocks the NALP1 inflammasome reconstituted in yeast. S. cerevisiae NALP1/ASC/caspase-1 growth, X-gal OD620, 72 h. inhibition, % at 10 µM. actives 0.61% (n = 280,000). AID 2071; in the data active means inhibition mostly above about 24%, no sharp cut-off; inactive means mostly below about 32%; further: some compounds called inactive have numbers as strong as hits
# * marks the source's active call; other numbers are inactive results; . = not tested or not shown; [ ] = remark or other dose.
SMILES,MEKK2wt PB1 HTS,MEKK2mut PB1 HTS,IMP-1 inh,FID counter,SUMO HTRF inh,VIM-2 inhibitor,PfM18AAP inh,NS3 helicase inh,NALP1 yeast inh
Cc1c(CCO)c(=O)[nH]n1S(=O)(=O)c1ccc(Cl)cc1Cl,113,9,-2.1,-8,23,-1.8,-1,1,13
CCOC(=O)c1nc(C)n(-c2cc(Cl)ccc2Cl)n1,100,-3,-2.8,1,22,-2.8,0,-5,15
Cc1nc(NCCCn2ccnc2)c2ccccc2n1,110,0,-1.5,15,-17,20*,-4,-2,0
Cc1ccc(OCc2cc(C(=O)N(C)Cc3cnc4ccccn34)no2)cc1C,108,1,-1.4,-7,0,0.3,-5,-22,18
Nc1n[nH]c(N)c1N=Nc1ccc2c(c1)OCO2,89,-6,-5.7,-6,-20,-3.6,17,1,11
Cc1ccc(NC(=O)CC2Oc3ccccc3NC2=O)c(C)c1 (stereo not drawn),117,7,1.5,-3,17,-0.8,0,-2,-14
CCCCN1C(=O)N(c2ccccc2Cl)C(C)(O)CC1(C)C (stereo not drawn),101,1,-2.4,-31,3,-1.3,-3,16,-6
Cc1ccc(NC2=CC(=O)CC(C)(C)C2)cc1Cl,109,7,-1.9,-8,16,-2.7,1,-16,8
CSc1ccc(S(=O)(=O)Nc2ccc3c(c2)OCCO3)cc1,103,2,-3.7,-4,-4,0.6,3,-5,16
Cc1cccc(Cn2c(C(C)(C)C)cc3cccnc32)c1,107,6,-0.5,6,4,-0.8,-9,-9,48*
O=C(Nc1nccs1)c1cc(N2CCOCC2)nc2ccccc12,100,5,-2.7,-12,32,-0.3,6,-3,14
Cc1ccc(-c2csc(N(C)C(=O)c3c(C)nn(-c4ccccc4)c3Cl)n2)cc1,91,-7,-1.7,-3,-2,-1.8,0,4,27
COc1ccc(OC)c(-c2nc(C(=O)NC3CCN(Cc4ccccc4)CC3)cc3c2[nH]c2ccccc23)c1,146*,24*,-3.2,24,-14,-1.9,5,-118,24
COc1cc(Nc2c3c(nc4ccccc24)CCCC3)cc(OC)c1OC,108,-1,-2.0,8,11,1.1,3,-8,15
COc1ccc(C2CC(c3ccccc3)Nc3nc(N)nn32)cc1 (stereo not drawn),84,-10,-3.1,-11,-13,-5.5,-18,10,-11
CC(C)c1ccc(NC(=O)C2C3C=CC4(CN(CCCN5CCOCC5)C(=O)C24)O3)cc1 (stereo not drawn),105,2,-3.8,5,7,-0.6,-5,-8,8
COc1ccc(NC(=O)COc2ccc(C(=O)OCC(=O)N(C)C3CCS(=O)(=O)C3)cc2OC)cc1 (stereo not drawn),102,0,-0.1,-24,-1,0.4,2,-1,-2
Cc1ccc(NC(=O)CCn2c(=S)oc3ccccc32)cc1F,106,3,-0.7,-2,14,-1.9,-12,-9,17
COC(=O)Cc1nc2ccccc2[nH]1,114,9,-0.9,4,16,-0.6,1,-8,7
CCOC(=O)C1=C(O)/C(=C/c2cc(C)n(-c3ccccc3)c2C)N=C1C,97,-1,-2.5,-25,20,-0.6,10,46*,12
Cc1ccc(C)c(N2CCN(C(=O)CCCOc3cc(=O)n(C)c4ccccc34)CC2)c1,98,0,-1.4,-38,4,-0.8,1,-15,10
COc1ccccc1Oc1ccc2c(c1)C(=O)N(c1ccc(C)cc1)C2=O,.,.,-0.9,2,10,0.8,-3,4,-9
COc1ccc(/C=N/NC(=O)c2cccc([N+](=O)[O-])c2)c2ccccc12,98,0,-1.7,1,10,-0.2,4,12,12
Cc1ccc(C)c(NC(=O)CCOc2ccccc2)c1,99,-2,-1.6,-10,-8,-2.0,-1,-4,27
C/C(=N/NC(=O)c1ccc2c(c1)OCO2)c1ccc(NC(=O)C(F)(F)F)cc1,99,-3,-1.9,0,0,-2.0,-9,8,23
O=C(O)C1CCCCC1C(=O)NCCc1ccc(Cl)cc1 (stereo not drawn),102,13,-3.3,-2,12,0.0,3,-3,-16
CC/C(=N\NC(=O)c1ccncc1)C12CC3CC(CC(C3)C1)C2,104,2,-6.7,0,5,-2.4,-9,2,-4
CCN(c1ccc(OC)cc1)S(=O)(=O)c1nnc(NC(=O)CC(C)C)s1,104,5,-1.4,-15,15,-1.7,-1,-13,13
O=C(Nc1ccc(O)c(-c2nc3ccccc3o2)c1)C1(c2ccc([N+](=O)[O-])cc2)CCCC1,111,10,1.9,-4,-1,-1.8,-1,12,7
Cc1nc2ccccn2c1C(=O)CSc1ccccc1Cl,102,7,-1.0,-10,21,3.4,-11,-11,20
O=C(O)CC1NC(=O)N(c2ccc(Cl)cc2)C1=O (stereo not drawn),98,0,-2.5,2,11,-5.1,-3,4,7
O=C(NN1C(=O)/C(=C\c2ccc(O)c([N+](=O)[O-])c2)SC1=S)c1ccccc1Cl,98,-2,0.3,0,0,-3.8,1,0,24
CCCC(=O)Oc1ccc(-c2nccc(C(OC)OC)n2)cc1,88,-10,-1.3,-19,0,-2.5,1,-3,3
O=C(NC(=S)Nc1nc(-c2ccc([N+](=O)[O-])cc2)cs1)c1ccco1,94,-3,62*,-2,3,-4.9,9,5,15
O=c1c2c(nc(NCCO)n1CC1CCCCC1)-c1ccccc1CC21CCCC1,88,-3,-3.8,-24,-10,-2.9,-1,-24,8
O=C(NCc1ccccn1)C1CCCN(Cc2cnn(-c3ccccc3)c2-n2cccc2)C1 (stereo not drawn),106,14,-2.5,0,-7,-2.9,-13,3,3
O=C(NCC1CCCO1)c1ccc(F)c2ccccc12 (stereo not drawn),99,-6,-2.8,-11,7,0.4,4,-3,28
CCOC(=O)c1sc(NC(=O)CN(CC(C)C)CC(C)C)c(C(=O)OCC)c1C,107,4,-2.2,-3,0,-3.2,-10,3,-14
NC(=O)C1CCN(c2nc(-c3ccccc3)nc3ccccc23)CC1,100,-1,-0.6,-3,25,1.1,4,6,16
O=C(COC(=O)CNC(=O)c1ccccc1F)NCCC1=CCCCC1,95,1,-2.2,-12,-3,-2.7,1,-3,27
CN(CC(=O)O/N=C(\N)c1ccc(Br)cc1)S(=O)(=O)c1ccccc1,102,0,-0.2,-19,11,-0.8,-5,-12,16
O=c1ccc2cc(S(=O)(=O)N3CCN(c4ccccc4F)CC3)ccc2[nH]1,99,-2,-1.9,-34,5,-0.8,-1,-12,6
Cc1nc2oc3c(=O)[nH]cnc3c2c2c1COC(C)(C)C2,99,-2,-2.6,-3,24,-2.1,0,-4,-26
COc1cc(NC(=O)CC(C)S(=O)(=O)c2ccc3c(c2)NC(=O)CO3)cc(OC)c1OC (stereo not drawn),98,0,0.4,-20,13,-0.4,-9,-6,13
COc1ccc(/C(N)=N/OC(=O)Oc2ccccc2)cc1OC,101,-1,0.0,3,-6,-1.7,-17,-5,-2
O=C(Nc1ccccc1)c1ccccc1N=Cc1cccc(O)c1,97,0,-2.0,-2,16,-2.0,-1,0,-6
Cc1nn(C)c(NC(=O)c2ccccc2Cl)c1Cl,103,0,-0.7,-4,16,-2.0,-6,-9,14
O=C(CN1C(=O)/C(=C/c2ccccc2F)Oc2ccccc21)N1CCN(c2ccccn2)CC1,89,-2,-0.9,-3,10,0.1,-6,-7,-42
O=C(c1ccccc1)c1ccc(Oc2ccc(C(=O)O)c(C(=O)O)c2)cc1,121,18,0.4,-22,9,-0.8,1,14,18
COc1ccc(Cc2c(O)nc(SCC(=O)NC(C)(C)C)[nH]c2=O)cc1,86,-12,-2.1,3,4,-8.2,3,-8,8
Fc1ccc(CSc2nc3ncc(Br)cc3[nH]2)cc1,104,2,-4.5,0,19,-4.8,0,2,1
O=C(Nc1ccncc1)c1cncc(Br)c1,85,-9,-11,1,12,-5.3,3,-5,19
Brc1ccc(Nc2c3c(nc4ncnn24)CCC3)cc1,106,4,-2.6,-20,-14,4.9,1,-6,-78
O=C(C1CCCC1)N1CCN(S(=O)(=O)c2cccc(Cl)c2Cl)CC1,111,6,-1.5,-21,10,2.5,-7,0,5
CC1CCN(C(=O)CSc2nc3c(c(=O)n(C)c(=O)n3C)n2C)CC1,102,2,-2.2,-16,14,-2.6,-2,-13,12
COC(=O)c1cc(Br)c(=O)n(-c2ccccc2F)c1,103,2,0.3,2,-2,-0.8,-10,0,-2
COc1ccc(NC(=O)COC(=O)Cn2cnc3ccccc3c2=O)cc1OC,112,13,-1.5,-5,20,-1.2,-10,5,.
CCCCNc1ncnc2c1cnn2-c1ccc(C)cc1C,98,-3,-2.5,-20,11,-2.4,1,7,.
CC1(C)CCC(=O)N(c2ccc(OC(F)(F)F)cc2)C1=O,98,-2,1.6,-6,-32,1.5,4,12,26
Cc1ccc(C(=O)Oc2ccc(Cl)c3cccnc23)cc1[N+](=O)[O-],.,.,-2.6,8,22,-2.4,-1,-3,7

# An excerpt of these results, as tab-separated lines:
mol	MEKK2wt PB1 HTS	MEKK2mut PB1 HTS	IMP-1 inh	FID counter	SUMO HTRF inh	VIM-2 inhibitor	PfM18AAP inh	NS3 helicase inh	NALP1 yeast inh
O=c1ccc2cc(S(=O)(=O)N3CCN(c4ccccc4F)CC3)ccc2[nH]1	99	-2	-1.9	-34	5	-0.8	-1	-12	6
Cc1nc2oc3c(=O)[nH]cnc3c2c2c1COC(C)(C)C2	99	-2	-2.6	-3	24	-2.1	0	-4	-26
COc1cc(NC(=O)CC(C)S(=O)(=O)c2ccc3c(c2)NC(=O)CO3)cc(OC)c1OC (stereo not drawn)	98	0	0.4	-20	13	-0.4	-9	-6	13
COc1ccc(/C(N)=N/OC(=O)Oc2ccccc2)cc1OC	101	-1	0.0	3	-6	-1.7	-17	-5	-2
O=C(Nc1ccccc1)c1ccccc1N=Cc1cccc(O)c1	97	0	-2.0	-2	16	-2.0	-1	0	-6
Cc1nn(C)c(NC(=O)c2ccccc2Cl)c1Cl	103	0	-0.7	-4	16	-2.0	-6	-9	14
O=C(CN1C(=O)/C(=C/c2ccccc2F)Oc2ccccc21)N1CCN(c2ccccn2)CC1	89	-2	-0.9	-3	10	0.1	-6	-7	-42

# Further compounds.
SMILES,MEKK2wt PB1 HTS,MEKK2mut PB1 HTS,IMP-1 inh,FID counter,SUMO HTRF inh,VIM-2 inhibitor,PfM18AAP inh,NS3 helicase inh,NALP1 yeast inh
CC(=O)Nc1ccc(S(=O)(=O)NCc2ccc3[nH]c(C)cc3c2)cc1,72*[inhibitor],-9,-1.6,-2,-35,-2.9,4,-2,29
Cc1ccc(-n2ncc3c(NCC4CCCO4)ncnc32)c(C)c1 (stereo not drawn),98,6,-1.6,-12,5,-0.9,3,-2,3
NC(=O)N/N=C/c1ccc2cccc(OCc3ccccc3)c2n1,100,1,-2.1,-24,58*,-2.2,1,-18,-1
CC(=O)c1cc2c(cc1NC(=O)c1ccc(C)cc1)OCCO2,103,3,-5.9,-17,13,-2.2,3,-3,0
Cc1ccc(C)c(OCC(=O)N2CCN(C(=O)c3ccco3)CC2)c1,101,0,-2.6,-12,5,-2.7,-5,9,33
O=C(N/C(=C/C=C/c1ccccc1)C(=O)N1CCOCC1)c1ccccc1Br,103,2,-2.3,-38,0,-0.7,-8,-15,-4

# Source: PubChem
